Assay outcomes as filed in PubChem.
PP5 inh: blocks human protein phosphatase 5 activity; P53041; purified PP5c, OMFP substrate fluorescence; inhibition, % at 6.7 µM; actives 0.18% (n = 320,000);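 active = inhibition above the campaign's mean inhibition across all tested compounds plus 3 SD, cut at about 9.5% in these data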;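 note: 0% = DMSO only and 100% = 100 µM cantharidin control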
PP1 inh: blocks human PP1-alpha phosphatase, a PP5 counter-screen | P62136 | purified PP1alpha, OMFP fluorescence | inhibition, % at 6.7 µM | actives 0.9% (n = 320,000) | AID 2235;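 active = inhibition above the mean inhibition of all tested compounds plus 3 SD, computed separately for each screening campaign, cut at about 15% in these data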
procasp3 activ: procaspase-3 (human) activation | P42574 | actives 0.11% (n = 330,000) | recombinant procaspase-3 D3A, Ac-DEVD-pNA absorbance 405 nm | AID 463141 | activation, % at 8.5 µM;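 active = activation above the mean of all tested compounds plus 3 SD, cut at about 21% in these data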;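 note: 0% = DMSO alone and 100% = DMSO wells spiked with extra 5 µM PC-3 D3A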
Target sequence (P42574 whole entry D9A/D28A/D175A): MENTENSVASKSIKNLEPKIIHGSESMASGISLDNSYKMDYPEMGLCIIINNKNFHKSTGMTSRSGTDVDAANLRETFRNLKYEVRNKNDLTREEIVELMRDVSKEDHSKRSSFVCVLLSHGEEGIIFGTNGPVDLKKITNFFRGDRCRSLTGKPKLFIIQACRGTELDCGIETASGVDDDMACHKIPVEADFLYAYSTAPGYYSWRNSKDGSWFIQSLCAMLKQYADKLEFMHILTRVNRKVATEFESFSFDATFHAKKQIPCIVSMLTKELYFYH
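Assay system – Procaspase-3 D3A mutant, all three cleavage aspartates alanine · Controls – DMSO-only low control, 5 µM PC-3 D3A high control · Schedule – 1 h compound preincubation, 2 h substrate hydrolysis at 25 °C · Signal – 405 nm absorbance of p-nitroaniline, reads at 0 and 120 min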
TPT1 inh: inhibitors of Candida albicans tRNA 2'-phosphotransferase TPT1 | recombinant caTPT1, FP RNA substrate dephosphorylation | inhibition, % at 5 µM | AID 1962 | actives 0.81% (n = 300,000);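 active = inhibition above the mean of all tested compounds plus 3 SD, set per screening campaign, cut at about 24% in these data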;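 note: plate controls were DMSO alone for no effect and ferristatin control at 100 nM for full effect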
Efflux pump inh: blocks antifungal efflux pumps in multiplex yeast assay. S. cerevisiae Candida pump triplex, Nile Red efflux. inhibition, % at 10 µM. actives 0.44% (n = 330,000). AID 485275;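 active = plate passing quality check with inhibition over a set limit, or well fluorescence over plate mean plus 4 SD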;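 note: Nile Red retained in pooled yeast measured as flow cytometry median fluorescence; 0% = buffer negative control and 100% = Enniatin B positive control; higher means more Nile Red kept so more efflux inhibition; some compounds called inactive have numbers as strong as hits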
core dimer inh: HCV core protein dimerization inhibition; actives 0.33% (n = 300,000); inhibition, % at 5 µM; TR-FRET GST/Flag-core106 dimerization, 1536-well; AID 1899;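 active = inhibition above the mean of all tested compounds plus 3 SD, set per screening campaign, cut at about 45% in these data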
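Assay system: tagged HCV core106 pair (GST and Flag); medium: KF-containing HEPES buffer, pH 7.45, DTT, CHAPS, BSA; also added: Eu donor and XL665 acceptor anti-tag antibodies; dosing: 5 µM single dose; timing: compound-protein-antibody incubation 4 h at 22.5 °C; signal: TR-FRET 671 and 617 nm emission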
proCasp7 act: counter-screen: procaspase-7 (human) activation | activation, % at 8.5 µM | AID 463210 | recombinant procaspase-7, Ac-DEVD-pNA absorbance 405 nm; D23A/D198A/D206A triple mutant, cannot self-cleave; scale: DMSO 0, 5 µM enzyme 100 | actives 0.093% (n = 330,000);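 active = percent activation above the screen-wide mean plus 3 SD, cut at about 25% in these data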
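Material: Procaspase-7 triple mutant (PC-7 D3A) | Quantity: 2 µM procaspase-7 mutant as dispensed | Reagent: DEVD-pNA substrate | Times: 1 h preincubation, 2 h reaction | Technique: 405 nm absorbance of p-nitroaniline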
CTSL1 counter: counter-screen for PFM18AAP inhibitors: inhibitors of F. hepatica cathepsin L1. recombinant F. hepatica cathepsin L1, Z-Leu-Arg-MCA fluorescence. inhibition, % at 5.96 µM. actives 0.49% (n = 300,000). AID 1906;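 active = inhibition above the mean of all tested compounds plus 3 SD, set per screening campaign, cut at about 17% in these data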;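 note: 0% = plate median of test compound wells and 100% = 1 µM Z-Phe-Ala-diazomethylketone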
JMJD2C inh: human JMJD2C demethylase inhibition; Q9H3R0; GST-JMJD2C(1-420) H3K9me3 demethylation, DELFIA europium; inhibition, % at 2.35 µM; actives 0.069% (n = 330,000); AID 2099;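 active = more than half of a compound's replicate wells show inhibition beyond 50%, single wells judged on their own value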;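 note: signal counts dimethyl H3K9 product captured on neutravidin plate; 0% = median of DMSO wells and 100% = 0.3 times that DMSO median; strong numbers were not always called active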
Target sequence (Q9H3R0 1-420 limits assumed): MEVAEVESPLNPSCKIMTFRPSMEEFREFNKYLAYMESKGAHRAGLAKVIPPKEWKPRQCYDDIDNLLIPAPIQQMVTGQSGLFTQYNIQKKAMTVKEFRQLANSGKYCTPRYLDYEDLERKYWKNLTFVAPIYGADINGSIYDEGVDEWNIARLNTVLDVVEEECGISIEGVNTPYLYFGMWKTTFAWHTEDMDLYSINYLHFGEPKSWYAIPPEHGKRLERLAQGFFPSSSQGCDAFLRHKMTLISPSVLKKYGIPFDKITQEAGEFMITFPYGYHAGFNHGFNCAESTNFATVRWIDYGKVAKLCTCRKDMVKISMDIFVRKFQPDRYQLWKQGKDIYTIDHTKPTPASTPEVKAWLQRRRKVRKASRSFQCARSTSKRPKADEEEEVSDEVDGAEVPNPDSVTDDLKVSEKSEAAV
* hit, by the source's call; i = inactive; . = not tested or not shown. Hits appear at their usual frequency; overall some 2.9% were active at least once.

Structure	PP5 inh	PP1 inh	procasp3 activ	TPT1 inh	Efflux pump inh	core dimer inh	proCasp7 act	CTSL1 counter	JMJD2C inh
CCOC(=O)N1CCN(S(=O)(=O)c2ccc(C(=O)Nc3nnc(C)o3)cc2)CC1	0.7	7	5	4	0.1	1	-4	-2	-5
O=C(NCc1ccco1)c1ccc2c(=O)n(Cc3ccco3)c(SCC(=O)N3CCCC3)nc2c1	1.6	5	-14	3	0.2	12	-11	-2	.
Clc1nc(-c2ccccc2)c2ccccc2n1	-0.1	-1	2	0	0.0	5	-11	0	-2
CN(CC(=O)Nc1cccc(F)c1)C(=O)c1ccncc1	2.7	-3	-4	-1	0.1	-1	4	-5	5
CCn1cc(C(=O)Nn2cnnc2)c(=O)c2ccc(C)nc21	2.6	-6	-4	-2	-0.2	-4	2	-1	-62
O=C(c1cccs1)N(Cc1cccc(F)c1)C1CCS(=O)(=O)C1 (stereo unspecified)	0.5	-6	6	-1	0.1	5	-1	-3	5
O=C(NC1=NCCS1)c1ccccc1	-1.9	-4	2	-1	-0.1	1	10	-2	0
COc1ccc(N(Cc2ccccc2)C(=O)OC(C)(C)C)c(C(=O)N(C)OC)c1	.	.	5	.	-0.1	.	10	.	6
O=C(NCCc1ccccc1)C1CCCN1C(=O)Nc1cccc(Cl)c1 (stereo unspecified)	-0.1	-1	4	1	0.0	-5	-2	-11	29
O=C(C1CC1)N1CCN(c2ccc([N+](=O)[O-])cc2)CC1	0.4	-3	-1	0	-0.2	-1	-3	2	-6
O=C(CN1C(=O)COc2ccc(Cl)cc21)Nc1ccc(N2CCOCC2)cc1	-0.1	1	11	0	-0.1	-7	8	-1	0
c1ccc(-c2ncnc3cc4n(c23)CCC4)cc1	0.1	-1	7	0	-0.1	-4	3	-3	-4
O=C1C2CC(O)CN2C(=S)N1Cc1ccccc1 (stereo unspecified)	-0.2	-2	0	-1	0.1	4	0	2	7
O=C1NC2(CCc3ccccc3C2)C(=O)N1CCOc1cccc(Cl)c1 (stereo unspecified)	4.3	2	-8	-2	-0.3	-5	2	4	-7
O=C(Nc1ccon1)c1ccccc1Cl	-0.9	-1	2	-4	-0.3	-14	3	3	-3
COc1ccc(-c2cc(C(=O)OCC(=O)Nc3cc(C)on3)c3ccccc3n2)cc1OC	4.2	-1	5	0	-0.1	0	10	-9	1
CCCCn1c(N)c(N(CCOC)C(=O)C2CCN(S(=O)(=O)c3ccc(C)cc3)CC2)c(=O)[nH]c1=O	-0.2	-11	-2	3	0.3	-7	0	-1	0
CC(C)c1cc(C(=O)NCc2cccnc2)no1	-0.5	-4	-1	-4	0.0	-2	4	-6	-25
CC(=O)c1ccc(NC(=O)c2cnn3ccccc23)cc1	1.3	2	3	-6	-0.1	1	2	-2	-8
NNC(=O)c1cccnc1Oc1ccccc1	-0.7	0	6	-1	0.0	2	-2	-2	i
Cc1ccc([N+](=O)[O-])cc1S(=O)(=O)Nc1ccc(C(=O)NCc2ccccn2)cc1	-0.3	-6	9	0	0.1	5	-2	-1	-4
CC(=O)c1c(C)n(CC(=O)NCc2ccco2)c2ccccc12	0.4	-2	-1	-4	0.1	-6	6	-1	-15
CCc1c(C)sc(NC(=O)c2cccs2)c1C(N)=O	3.9	3	-19	4	-0.1	-4	-17	-1	3
COc1ccc(-n2nnc3c(SCc4ccccc4)ncnc32)cc1	-1.5	0	6	-4	0.0	3	1	-3	24
O=C(Nc1cccc(C(F)(F)F)c1)c1cc2ncc(Br)cn2n1	2.3	9	2	-3	0.3	7	-5	-3	11
Cc1ccc(/C(O)=C2\C(=O)C(=O)N(CC(C)O)C2c2ccc(N(C)C)cc2)cc1 (stereo unspecified)	1.5	0	-9	3	0.2	-5	-52	-2	1
COC(=O)C1CCN(C(=O)CN2C(=O)c3ccccc3S2(=O)=O)CC1	1.0	2	5	-2	-0.1	-8	12	1	1
CCN(CC(=O)NCc1ccc(F)cc1)C(=O)c1ccc(C(=O)c2ccccc2)cc1	0.4	5	-10	-4	0.1	-15	-2	0	-6
O=c1n(-c2ccccc2)c(=O)n2n1CCC2	0.7	-2	13	-3	0.0	-6	2	0	5
O=C(Cc1cccs1)NNC(=O)c1ccc(F)cc1	3.1	-4	-1	0	-0.3	1	4	-2	14
CCN(CC)CCNC(=O)c1ccc(NC(=O)c2ccc(F)cc2)cc1	1.2	-5	3	1	0.1	-2	4	4	5
O=C(Oc1ccc(C(=S)N2CCOCC2)cc1)c1ccc([N+](=O)[O-])cc1[N+](=O)[O-]	0.4	-1	-1	1	0.0	0	-6	-3	2
CCCCn1c(N)c(N(CC)C(=O)/C=C/c2ccco2)c(=O)[nH]c1=O	-1.1	-3	5	0	0.0	-2	-5	5	-5
CCN1C(=O)C(CC(=O)Nc2ccc(OC)cc2)N(CCc2ccccc2)C1=S (stereo unspecified)	1.9	-1	-4	1	-0.1	-6	3	-1	0
Cc1ccccc1NC(=S)NNC(=O)c1ccoc1C	-0.5	-4	6	0	-0.1	-2	6	-1	-8
Cc1ccccc1NC(=O)Cn1cccc1	4.0	-1	-2	-5	-0.2	-1	1	-1	23
CCCCN1C(=N)N([C@@H](C)CN2CCC[C@H]2CN2C(N)=NC[C@@H]2Cc2ccccc2)C[C@H]1Cc1ccccc1	.	.	1	.	0.0	.	-10	.	-36
CC(C)NC(=O)Nc1cccc2c1O[C@H](CN(C)S(=O)(=O)c1cccs1)[C@@H](C)CN([C@H](C)CO)C2=O	.	.	1	.	-0.2	.	5	.	1
COc1ccccc1NC(=O)/C(C#N)=C/c1cccn1C	-0.8	1	4	1	0.2	0	-3	5	8
Cc1ccc(S(=O)(=O)c2nc(-c3ccccc3)oc2NCCN2CCOCC2)cc1	-2.4	-5	-16	-7	0.5	-1	-5	-2	1
O=C(Cc1nc(=O)c2ccccc2s1)Nc1ccccc1	3.6	-14	-22	1	-0.1	-3	-9	-1	4
CN(C)CCCNS(=O)(=O)c1ccc(NC2CCCCCC2)c([N+](=O)[O-])c1	5.5	4	6	-2	-0.2	-4	-3	4	-3
CCOC(=O)c1c(C)[nH]c(C(=O)C(C)Cl)c1C (stereo unspecified)	0.1	-4	-1	-3	-0.3	-1	-4	-1	1
O=C(COC(=O)C1=COCCO1)Nc1ccc(F)c(F)c1	0.2	-1	3	-3	-0.4	-16	0	-2	-5
C#CCn1c(=O)cc(C)c2ccccc21	-3.7	-1	7	-2	0.0	-1	6	-2	0
c1csc(C2=Nn3c(nnc3-c3ccncc3)SC2)c1	-1.9	-5	-7	-1	0.1	2	-1	4	-6
CCCC1=C(C(=O)OCC)C(c2ccccc2OCC)NC(=O)N1C (stereo unspecified)	1.2	-1	1	0	0.0	-4	-13	0	-5
Cc1ccnc(NC(=O)CCC(=O)N(Cc2ccco2)C(C(=O)NC(C)C)c2ccc(F)cc2)c1 (stereo unspecified)	2.5	3	3	0	0.7	-2	1	-2	-8
CCOc1ccc(NC(=O)Cn2cncc2-c2ccc([N+](=O)[O-])cc2)cc1	2.1	5	-7	3	0.0	-3	-9	-2	-3
Cc1cccn2c(=O)c3cc(C(=O)NCc4ccc(F)cc4)c(=N)n(CC4CCCO4)c3nc12 (stereo unspecified)	1.3	-2	-5	0	-0.5	5	-10	-1	-28
Cc1ccc(CNC(=O)C2=NNC(=O)CC2)cc1	0.8	-2	-4	-2	-0.3	-6	1	-2	-8
C/C(=N\NC(=O)CSc1nc2ccccc2o1)c1cccc(O)c1	0.4	-1	8	2	0.1	4	1	0	-11
Cc1ccc(-c2nnn(CC(=O)N(c3ccccc3)C(C(=O)NCC3CCCO3)c3ccc(Cl)cc3)n2)cc1 (stereo unspecified)	-1.6	0	5	-2	-0.1	4	1	1	-10
Cc1cccc(NC(=O)CCC(=O)OCC(=O)c2ccc(Oc3ccc([N+](=O)[O-])cc3)cc2)c1	3.1	-1	-6	-4	-0.1	4	-1	-33	-2
CCOC(=O)N1CCC(Nc2c(Nc3ccc(C)c(C)c3)c(=O)c2=O)CC1	3.1	-2	4	3	0.9	-2	-3	-3	3
Cc1ccccc1S(=O)(=O)/N=C(/Nc1c(C)n(C)n(-c2ccccc2)c1=O)c1ccccc1	2.6	3	-2	0	-0.1	-2	0	-2	1
CCCNc1c(N)c(=O)c1=O	0.2	-2	3	0	0.0	-3	3	-1	-5
CN(C)S(=O)(=O)N(CC(=O)Nc1ccccc1F)c1ccccc1	-0.7	-3	-1	-1	0.0	-1	6	3	15
O=C(c1cccc(Cl)c1)N1CCN(C2CCCCC2)CC1	3.5	1	-6	1	0.2	-2	-15	25*	-12
Cc1ccc(S(=O)(=O)N2CCC(C(=O)N3CC(C)OC(C)C3)CC2)cc1 (stereo unspecified)	-2.3	1	2	-5	0.0	-6	-4	2	-467
